Source: PubChem
Jurkat NFkB inh – inhibitors of the PMA/ionomycin-induced NF-kB reporter in Jurkat cells. PMA/ionomycin-induced NF-kB luciferase reporter, luminescence. inhibition, % at 4 µM. 330,000 compounds, 0.53% hits. AID 435003; in the data active = inhibition above about 50%
Mdm2 MdmX PPI – human Mdm2/MdmX binding inhibition. AID 485346. 330,000 compounds, 3% hits. inhibition, % at 8 µM. O15151+Q00987. SaOS-2 split-luciferase Mdm2/MdmX complementation, luminescence;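 active = inhibition of at least 50% at 8 µM in the primary screen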
Target sequence (O15151 whole entry, looked up): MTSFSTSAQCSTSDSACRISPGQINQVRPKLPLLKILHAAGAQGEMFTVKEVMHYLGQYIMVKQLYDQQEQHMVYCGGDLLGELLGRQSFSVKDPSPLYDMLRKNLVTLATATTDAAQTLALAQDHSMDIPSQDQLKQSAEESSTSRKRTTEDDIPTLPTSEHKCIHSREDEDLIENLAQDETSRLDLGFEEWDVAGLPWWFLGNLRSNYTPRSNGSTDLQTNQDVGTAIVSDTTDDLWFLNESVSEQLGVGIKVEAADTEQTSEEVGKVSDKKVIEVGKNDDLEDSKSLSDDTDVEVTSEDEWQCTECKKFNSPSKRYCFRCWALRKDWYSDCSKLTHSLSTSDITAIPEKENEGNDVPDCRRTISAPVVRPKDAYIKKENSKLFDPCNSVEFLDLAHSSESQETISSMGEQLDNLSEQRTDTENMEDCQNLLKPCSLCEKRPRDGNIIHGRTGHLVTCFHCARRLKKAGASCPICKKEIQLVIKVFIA
Target sequence (Q00987 whole entry, looked up): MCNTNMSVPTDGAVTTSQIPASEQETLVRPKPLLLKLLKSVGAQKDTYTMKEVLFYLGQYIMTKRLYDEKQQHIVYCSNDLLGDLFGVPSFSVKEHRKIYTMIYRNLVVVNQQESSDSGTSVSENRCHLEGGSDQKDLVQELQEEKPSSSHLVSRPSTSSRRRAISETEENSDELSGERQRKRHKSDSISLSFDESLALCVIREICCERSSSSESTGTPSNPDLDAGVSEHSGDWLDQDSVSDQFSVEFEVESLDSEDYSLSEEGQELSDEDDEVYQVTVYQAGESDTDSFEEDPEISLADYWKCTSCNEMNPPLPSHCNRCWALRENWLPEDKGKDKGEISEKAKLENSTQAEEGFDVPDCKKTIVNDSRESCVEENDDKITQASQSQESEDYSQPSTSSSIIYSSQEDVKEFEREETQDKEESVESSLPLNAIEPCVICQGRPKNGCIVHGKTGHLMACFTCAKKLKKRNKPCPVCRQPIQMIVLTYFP
tim23-1 inh – growth inhibitors of tim23-1 mutant yeast | S. cerevisiae tim23-1 growth, BacTiter-Glo luminescence, 24 h | inhibition, % at 20 µM | 330,000 compounds, 1.3% hits | AID 463212;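 active = growth inhibition of the mutant yeast at or above 50%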;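 note: temperature-sensitive mutant grown at 25 °C; plate controls were DMSO-treated mutant yeast for no effect and medium wells lacking yeast for full effect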
TIM10 inh – TIM10 yeast growth inhibition; AID 463195; inhibition, % at 10 µM; 330,000 compounds, 1.4% hits; S. cerevisiae TIM10 strain growth, BacTiter-Glo luminescence, 24 h;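 active = inhibition of 40% or more at the single tested concentration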;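 note: wild-type TIM10 isogenic control strain grown at permissive 25 °C; 0% = DMSO yeast wells and 100% = minimal medium wells without yeast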
UPR CHOP act – apoptotic UPR (CHOP) activation. CHO-CHOP luciferase reporter, luminescence; percent of tunicamycin response over DMSO baseline. activation, % at 10 µM. 330,000 compounds, 0.34% hits. AID 449763;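 active = at 10 µM dose, activation of 40% or more, normalized to positive control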;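 note: 100% = tunicamycin at 10 µg/mL and 0% = DMSO alone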
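System: CHO-CHOP luciferase reporter cell line; amount: 500 cells/well; buffer or medium: F12 medium containing 10% fetal bovine serum; incubation: 6 h compound exposure at 37 °C after overnight seeding; measured by: luciferase luminescence after 10 min with Steady-Glo reagent; evaluation: % reporter activation, DMSO baseline versus tunicamycin full activation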
UPR XBP1 act – activators of adaptive arm of unfolded protein response (XBP1). activation, % at 20 µM. 330,000 compounds, 0.33% hits. CHO-XBP1 luciferase reporter, IRE1-XBP1 UPR activation, luminescence; percent of tunicamycin response, DMSO as zero;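 active = versus positive control, 20 µM dose yields 30% or more activation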;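 note: 100% = tunicamycin at 10 µg/mL and 0% = DMSO only wells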
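Material: CHO-XBP1 cells stably carrying IRE1-XBP1-driven luciferase reporter / Amount: 1000 cells per well / Compound: 20 µM, 1% DMSO / Times: 6 h treatment, 37 °C / Detection: luciferase luminescence / Measure: % activation of reporter signal versus tunicamycin and DMSO controls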
697 NFkB inh – inhibitors of the PMA/ionomycin-induced NF-kB reporter in 697 B cells. 697 B-cell NF-kB luciferase reporter, 16 h. inhibition, % at 4 µM. 330,000 compounds, 0.33% hits. AID 435022; in the data active = inhibition above about 35%
tim10-1 inh – inhibits growth of tim10-1 mutant yeast; S. cerevisiae tim10-1 ts strain growth, BacTiter-Glo, 24 h; 330,000 compounds, 2.2% hits; inhibition, % at 20 µM;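 active = inhibition of at least 40%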;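 note: mutant grown at 25 °C; 0% = DMSO wells with yeast and 100% = wells holding no yeast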
An asterisk follows results filed as active; / = not tested or not shown.

The line under a structure holds: Jurkat NFkB inh	Mdm2 MdmX PPI	tim23-1 inh	TIM10 inh	UPR CHOP act	UPR XBP1 act	697 NFkB inh	tim10-1 inh
C/C(C=O)=C/c1ccccc1
→ -2	5	5	-4	3.2	-1	10	-17
O=C(O)Cc1sc(-c2ccccc2Cl)nc1-c1ccccc1
→ -6	-2	0	1	-1.9	5	8	13
Cc1ccnc(NS(=O)(=O)c2ccc(NC(=O)Cc3ccc(F)cc3)cc2)n1
→ -6	13	4	10	0.4	-5	-5	-9
Fc1ccccc1/C=C1\CCCC2=C1NC(=S)NC2c1ccccc1F (stereo not drawn)
→ 14	40	39	37	-1.2	-2	-1	41*
CCc1nn(C(CC)C(=O)NCCCc2ccccc2)c(=O)c2cc3occc3n12 (stereo not drawn)
→ 6	16	18	-4	2.5	-4	-31	24
O=C(CSc1nc2ccccc2o1)NC1CCS(=O)(=O)C1 (stereo not drawn)
→ 5	-12	-12	-2	0.8	-4	10	-9
CC(OC(=O)c1ncc(Cl)c(Cl)c1Cl)C(=O)NC1(C#N)CCCCC1 (stereo not drawn)
→ -19	1	27	4	0.7	1	-21	24
O=C(Nc1ccc(S(=O)(=O)NCC2CCCO2)cc1)c1ccc(Cl)cc1[N+](=O)[O-] (stereo not drawn)
→ -7	10	9	2	-2.1	-2	-8	-11
O=C(COC(=O)C1CCN(S(=O)(=O)c2ccc3c(c2)OCCO3)CC1)NC1CCCCC1
→ 8	20	4	9	-0.5	-3	36*	8
Cc1ccc(C(=O)Cn2c3[n+](c4ccccc42)CC(O)CS3)cc1 (stereo not drawn)
→ 3	-6	14	9	1.0	-1	-35	6
C1CCN(C2CCN(c3nc4nonc4nc3N3CCSCC3)CC2)C1
→ -16	-5	1	-5	-0.5	-2	6	0
CCCCN(C(=O)C(C)(C)Oc1ccc(Cl)cc1)c1c(N)n(CCC)c(=O)[nH]c1=O
→ 8	34	6	7	-1.3	0	15	4
Cc1ccsc1/C=N/NC(=O)Nc1ccccc1
→ -100	-168	21	16	1.7	0	-99	10
O=C(NC1CC1)C1=C[C@@H](C2CC2)C[C@@H](OCc2ccc(CO)cc2)O1
→ 8	-2	18	11	-1.8	7	3	2
COCCN1C2=C(C(=O)CC(C)(C)C2)C(c2ccc(OC)c(OC)c2)C2=C1CC(C)(C)CC2=O
→ 8	-1	12	-2	-0.4	-2	12	12
COc1ccc(OC)c(-c2csc(NC(=O)CSCc3c(C)noc3C)n2)c1
→ -2	-2	16	-1	-0.7	-1	-2	13
CCOC(=O)c1c(C)[nH]c(C)c1C(=O)CSc1nnc(-c2cc(OC)c(OC)c(OC)c2)o1
→ -2	19	-4	3	0.7	-2	7	9
CCOc1ccc(N2C(=O)Nc3ccccc3C2(O)C(=O)NCc2ccco2)cc1 (stereo not drawn)
→ -10	7	13	-7	1.1	-3	-8	10
COc1ccc(C(CCN2CCCC2)c2c(O)cc(OC)cc2OC)cc1 (stereo not drawn)
→ 8	-16	15	-7	2.4	-1	17	-1
Cc1sc(NC(=O)CN(C)C2CCCCC2)nc1-c1ccc2c(c1)CCN2S(=O)(=O)c1ccccc1
→ 11	20	24	7	0.8	-2	-39	25
COc1ccc(C(C)=O)cc1CSc1nnc(C)s1
→ -10	-21	8	0	-0.5	-3	4	10
Cc1ccccc1Cn1c(-c2ccc(=O)[nH]c2)nc2ccccc21
→ -44	33	8	-9	-2.0	-1	11	20
CCCCn1c(N)c(N(CCOC)C(=O)c2ccc(N3CCCC3=O)cc2)c(=O)[nH]c1=O
→ -1	-8	16	11	-0.7	1	9	9
OCCC1CN(CC#Cc2ccccc2)CCN1Cc1ccccc1F (stereo not drawn)
→ 9	-17	19	7	0.1	-1	6	20
CN(C)C(CNC(=O)CCNC(=O)c1ccc(Br)cc1)c1ccco1 (stereo not drawn)
→ 6	21	-3	-9	3.0	-1	14	-18
COc1ccc(-c2nc(CN3CCN(c4cc(C)nc(C)c4)CC3)c(C)o2)c2ccccc12
→ -5	97*	3	12	1.9	7	-15	13
CCCC(=O)NC(c1ccccc1)c1c(O)ccc2ccccc12 (stereo not drawn)
→ 0	3	6	12	1.3	-2	8	9
CN(c1ccccc1)S(=O)(=O)c1nnc(NC(=O)COc2ccccc2)s1
→ 16	-20	11	6	-0.3	-2	9	9
O=C(Nc1ccccc1F)C1CCN(C(=O)Cc2ccccc2)CC1
→ -4	3	10	12	-1.5	-3	5	9
CSCC(=O)N1CCC(CCC(=O)NC2CC2)CC1
→ 10	8	12	-8	-0.5	-3	4	15

Some of the entries so far, comma-delimited.
canonical_smiles,Jurkat NFkB inh,Mdm2 MdmX PPI,tim23-1 inh,TIM10 inh,UPR CHOP act,UPR XBP1 act,697 NFkB inh,tim10-1 inh
COc1ccc(C(CCN2CCCC2)c2c(O)cc(OC)cc2OC)cc1 (stereo not drawn),8,-16,15,-7,2.4,-1,17,-1
Cc1sc(NC(=O)CN(C)C2CCCCC2)nc1-c1ccc2c(c1)CCN2S(=O)(=O)c1ccccc1,11,20,24,7,0.8,-2,-39,25

Part of the list above in order of SMILES length, high to low.
The line under a structure holds: Jurkat NFkB inh	Mdm2 MdmX PPI	tim23-1 inh	TIM10 inh	UPR CHOP act	UPR XBP1 act	697 NFkB inh	tim10-1 inh
CCOC(=O)c1c(C)[nH]c(C)c1C(=O)CSc1nnc(-c2cc(OC)c(OC)c(OC)c2)o1
→ -2	19	-4	3	0.7	-2	7	9
O=C(Nc1ccc(S(=O)(=O)NCC2CCCO2)cc1)c1ccc(Cl)cc1[N+](=O)[O-] (stereo not drawn)
→ -7	10	9	2	-2.1	-2	-8	-11
CCCCN(C(=O)C(C)(C)Oc1ccc(Cl)cc1)c1c(N)n(CCC)c(=O)[nH]c1=O
→ 8	34	6	7	-1.3	0	15	4
O=C(NC1CC1)C1=C[C@@H](C2CC2)C[C@@H](OCc2ccc(CO)cc2)O1
→ 8	-2	18	11	-1.8	7	3	2
Cc1ccnc(NS(=O)(=O)c2ccc(NC(=O)Cc3ccc(F)cc3)cc2)n1
→ -6	13	4	10	0.4	-5	-5	-9
CCOc1ccc(N2C(=O)Nc3ccccc3C2(O)C(=O)NCc2ccco2)cc1 (stereo not drawn)
→ -10	7	13	-7	1.1	-3	-8	10
CC(OC(=O)c1ncc(Cl)c(Cl)c1Cl)C(=O)NC1(C#N)CCCCC1 (stereo not drawn)
→ -19	1	27	4	0.7	1	-21	24
COc1ccc(OC)c(-c2csc(NC(=O)CSCc3c(C)noc3C)n2)c1
→ -2	-2	16	-1	-0.7	-1	-2	13
Cc1ccc(C(=O)Cn2c3[n+](c4ccccc42)CC(O)CS3)cc1 (stereo not drawn)
→ 3	-6	14	9	1.0	-1	-35	6
CN(C)C(CNC(=O)CCNC(=O)c1ccc(Br)cc1)c1ccco1 (stereo not drawn)
→ 6	21	-3	-9	3.0	-1	14	-18
COc1ccc(C(CCN2CCCC2)c2c(O)cc(OC)cc2OC)cc1 (stereo not drawn)
→ 8	-16	15	-7	2.4	-1	17	-1
O=C(Nc1ccccc1F)C1CCN(C(=O)Cc2ccccc2)CC1
→ -4	3	10	12	-1.5	-3	5	9
CCCC(=O)NC(c1ccccc1)c1c(O)ccc2ccccc12 (stereo not drawn)
→ 0	3	6	12	1.3	-2	8	9
O=C(CSc1nc2ccccc2o1)NC1CCS(=O)(=O)C1 (stereo not drawn)
→ 5	-12	-12	-2	0.8	-4	10	-9
OCCC1CN(CC#Cc2ccccc2)CCN1Cc1ccccc1F (stereo not drawn)
→ 9	-17	19	7	0.1	-1	6	20
CSCC(=O)N1CCC(CCC(=O)NC2CC2)CC1
→ 10	8	12	-8	-0.5	-3	4	15
COc1ccc(C(C)=O)cc1CSc1nnc(C)s1
→ -10	-21	8	0	-0.5	-3	4	10
C/C(C=O)=C/c1ccccc1
→ -2	5	5	-4	3.2	-1	10	-17

(more compounds)
The line under a structure holds: Jurkat NFkB inh	Mdm2 MdmX PPI	tim23-1 inh	TIM10 inh	UPR CHOP act	UPR XBP1 act	697 NFkB inh	tim10-1 inh
Cc1ccc(OCC(=O)N/N=C\c2ccc(O)cc2)c([N+](=O)[O-])c1
→ 0	-7	4	5	1.6	-1	-2	2
S=C(Nc1ccc(Cl)cc1)Nc1ccc2cn[nH]c2c1
→ 6	13	27	0	-0.8	-2	-8	17
O=C(NCCS(=O)(=O)N1CCN(c2ccccc2)CC1)c1ccc2c(c1)OCO2
→ -5	13	12	5	3.0	-2	19	4
CC(=O)c1cccc(NC(=O)Cn2cnc(S(=O)(=O)N3CCOCC3)c2)c1
→ -6	-5	9	-8	0.0	-5	-16	15
CN(C)Cc1ccc(CNC(=O)c2ccc(Cl)c(S(=O)(=O)NC3CC3)c2)cc1
→ -18	10	-1	-1	-3.2	-4	-17	11
CN(C)C(=O)CCc1ccc2c3c([nH]c2c1)[C@]1(C)[C@@H](C(=O)N2CCCCC2)C[C@H](CC(=O)NC(C)(C)C)C(=O)N1CC3
→ /	13	31	1	2.2	1	-1	14
COC(=O)c1c(-c2c(Cl)cccc2Cl)noc1NC(=O)NN1CCOCC1
→ 9	8	-4	-2	1.1	-2	6	1
COc1cc(C(=O)Nc2ccc(S(=O)(=O)NC(C)C)cc2)cc(OC)c1OC
→ 6	28	5	12	-0.9	0	33	6
CCN(CC)CCNC(=O)c1ccccn1
→ -3	14	-3	-8	1.0	0	6	-20
O=C(CN(Cc1ccccc1F)C(=O)c1csnn1)NCc1ccc2c(c1)OCO2
→ -4	17	18	-11	0.3	-4	6	-4
Cc1ccccc1CSc1nnc(-c2ccccn2)n1C
→ -33	-8	19	6	6.4	6	-17	20
COCCn1nnnc1C(c1ccc(Cl)cc1)N1CCN(C(=O)c2ccco2)CC1 (stereo not drawn)
→ 7	-14	16	3	0.8	2	1	16
COC(=O)c1ccccc1NS(=O)(=O)c1ccc(Cl)nc1
→ 4	-14	16	24	0.8	-2	25	15
CCC(C(=O)NCc1cccnc1)c1ccccc1 (stereo not drawn)
→ 11	12	-4	5	0.5	-3	8	-8
CCCOC(=O)c1ccc(-c2ccc(C=O)o2)cc1
→ -96	-145	33	8	4.4	1	-216	30
COc1ccc(C2CC(=O)C=C(NNS(=O)(=O)c3ccc(C)cc3)C2)cc1 (stereo not drawn)
→ 41	1	23	11	5.0	-2	-50	8
O=C(CNS(=O)(=O)c1ccc(F)cc1)N1CCOCC1
→ 18	11	-1	9	0.4	2	9	-23
NCCc1nnc(SCc2ccccc2Cl)o1
→ -11	21	1	-6	-1.3	-3	-15	-15
O=C(CNC(=O)c1ccc(Br)cc1)OCC(=O)c1ccccc1
→ 4	11	20	11	0.4	-3	23	1
Cc1ccnc(Cc2ccccc2)n1
→ -4	0	17	0	-1.2	-4	11	19
CN1C(C(=O)NCc2ccccc2)CC2Cn3c(nc4ccccc43)C21 (stereo not drawn)
→ 8	17	3	5	-1.0	0	14	-8
COc1ccc(N2C(=O)c3ccccc3C(C)(C)C2=O)cc1
→ 7	7	45	27	1.5	0	-1	23
Nc1nnn(CC(=O)N/N=C/c2ccccc2)n1
→ 4	14	-1	-6	0.1	-1	-5	11
OCCNCC1(O)C2CC3CC(C2)CC1C3 (stereo not drawn)
→ -9	-4	5	-1	1.5	0	-2	11
COc1ccc2nc(C)cc(SCC(=O)N3CCCCC3)c2c1
→ 9	10	13	-13	0.6	-3	4	3
O=C(CNC(=O)c1ccc(Cl)cc1Cl)OCCOc1ccccc1F
→ -37	2	30	-5	1.3	-1	-32	33
O=C(c1ccco1)N1CCN(C(=O)C2CCCc3c2[nH]c2ccc(Cl)cc32)CC1 (stereo not drawn)
→ -12	86*	-13	-3	0.4	-2	-224	9
Cc1ccc2c(C(=O)CSc3ccccc3)c(C)[nH]c2c1
→ -49	-21	-3	-4	4.7	4	-70	8
COc1cc(C2C(C(=O)OC(C)C)=C(C)Nc3[nH]c(=O)[nH]c(=O)c32)ccc1O (stereo not drawn)
→ 0	-12	21	7	0.2	-4	4	7
